# BH1578 lux ind: inducers of Vibrio cholerae quorum light production without autoinducers | V. cholerae BH1578 lux reporter, luminescence, 6 h | activation, % at 18.7 µM | 0.16% of 350,000 active | AID 588436; in the data active = activation mostly above about 9.7%, no sharp cut-off; inconclusive = no clear call, values can overlap the other calls; inactive = mostly below about 3.7%; also: not every result past the cut was called active; inactives centre near 0; reference of the scale not given here
# VHR inh abs: blocks human VHR1 dual specificity phosphatase; P51452; recombinant VHR phosphatase, pNPP absorbance; inhibition, % at 13.3 µM; 0.52% of 290,000 active; AID 1654; in the data active = inhibition above about 50%; also: some compounds called inactive have numbers as strong as hits
# SARS 3CLpro inh: SARS-CoV 3CLpro protease inhibition | P0C6X7 | recombinant SARS-CoV 3CLpro, quenched FRET peptide cleavage | inhibition, % at 6 µM | 0.14% of 290,000 active | AID 1706; in the data active = inhibition above about 12%
# SSB-PriA inh: blocks PriA binding to SSB C-terminal tail; AlphaScreen SSBct-PriA binding, biotinylated peptide; inhibition, % at 33 µM; 0.6% of 430,000 active; in the data active = inhibition mostly above about 37%, no sharp cut-off; inactive = mostly below about 20%;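 also: plate controls were negative control peptide for no effect and reference peptide for full effect; strong numbers were not always called active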
# TcdB GH inh: blocks C. difficile toxin B glycohydrolase activity. P18177. TcdB glycohydrolase enzymatic assay, plate reader. inhibition, % at 9.99 µM. 0.24% of 350,000 active. AID 652162; in the data active = inhibition above about 10%
# CCHFV vOTU inh: CCHFV vOTU protease inhibition; Pep-AMC fluorescence; inhibition, % at 11.5 µM; 0.55% of 370,000 active; in the data active = inhibition above about 30%; also: 0% = vehicle wells with enzyme and 100% = no enzyme wells
# PfHsp40 yeast: compounds rescuing yeast from Plasmodium falciparum HSP40 toxicity. 0.68% of 340,000 active. S. cerevisiae expressing PfHsp40, growth rescue, ATP luminescence. AID 504582. growth rescue, % at 12.5 µM; in the data active = growth rescue above about 28%, passing the limit was not always enough; inconclusive = no clear call, values can overlap the other calls;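 also: yeast W303a lacking pdr1 and pdr3 grown in galactose medium; growth measured after three days at 30 °C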
# Y pestis TopoI: blocks Yersinia pestis topoisomerase I activity. Y. pestis Topo-I cleavage product accumulation, plate reader. activity, % at 10 µM. 0.064% of 360,000 active; in the data active = activity above about 50%, passing the limit was not always enough; inconclusive = no clear call, values can overlap the other calls; also: inactives centre near 2
# Anthrax LF prot: anthrax lethal factor protease inhibition | AID 588501 | P15917 | inhibition, % at 10 µM | 0.12% of 360,000 active | multiplex microsphere protease cleavage assay, LF; also: plate controls were buffer without enzyme for full effect and enzyme alone for no effect
# BoNT A protease: BoNT A light chain protease inhibition; multiplex microsphere protease substrate cleavage, flow cytometry; 0.17% of 360,000 active; inhibition, % at 10 µM; also: plate controls were buffer without enzyme for full effect and enzyme alone for no effect
# * hit, by the source's call; i = inactive; ? = inconclusive; nt = not tested or not shown; & = joins results of further samples. Rule as the data show it, unless noted: active = inhibition above about 30%; inconclusive = no clear call, values can overlap the other calls; inactive = below that. The list is partial; count on the stated rates, not on these rows.
SMILES,BH1578 lux ind,VHR inh abs,SARS 3CLpro inh,SSB-PriA inh,TcdB GH inh,CCHFV vOTU inh,PfHsp40 yeast,Y pestis TopoI,Anthrax LF prot,BoNT A protease
CCOC(=O)[C@]12Cc3ccccc3[C@H]1N(C(C)C)C(=O)c1ccccc12,nt,nt,nt,nt,-6.9,15,nt,nt,-8,-0.7
O=C(COc1ccccc1N1C(=O)C2C3C=CC(C3)C2C1=O)c1ccccc1 (stereo unspecified),-0.3,9,-4,4,0.8,2,-0.2,1,-8,-0.3
O=C(Nc1cccnc1)OCc1ccccc1,i,40,2,4,0.7,-8,?,0,-2,-0.4
COc1cc(/C=C/C(=O)N(C)CC(=O)Nc2ccccc2Br)cc2c1OCCO2,i,nt,nt,-4,1.2,11,-1.0,3,nt,nt
CN(C)CC1CCC/C(=C\c2ccc(OC(=O)/C=C/c3ccc(Cl)c(Cl)c3)cc2)C1=O (stereo unspecified),nt,nt,nt,-13,3.4,10,-0.5,3,-5,0.9
CCNc1cc2oc(=O)c(CN3CCOCC3)c(C)c2cc1C,i,32,2,-13,nt,-175,-0.9,-7,-1,-0.2
CCOC(=O)C1=C(C)c2ccccc2N(C(=O)OC)C1(C)C(=O)OCC (stereo unspecified),i,nt,nt,-6,1.2,10,-0.9,6,0,0.0
O=C(c1ccc(N2CCN(C(=O)c3ccccc3Br)CC2)cc1)c1cccc(F)c1,i,5,-3,-21,1.9,14,34*,29,-3,-1.5
O=C(CNS(=O)(=O)c1ccc(F)cc1)N1CCOCC1,i,20,-5,-1,0.5,4,-0.7,-11,7,1.4
c1ccc(Cc2c(-c3ccccc3)nc3c4ccccc4ccn23)cc1,i,nt,nt,nt,-0.3,19,nt,-5,2,-0.1
COc1ccc(NC(=O)CCC(=O)N2CCOCC2)c([N+](=O)[O-])c1,-1.6,2,-2,-6,-1.2,-3,-1.2,-5,-4,-0.8
CCOc1ccc(OCC)c(NC(=O)CN2CCN(CC)CC2)c1,-0.4,26,2,-10,nt,11,-0.8,3,-3,0.1
Cc1cccc(N2CCN(C(=O)CNC(=O)c3ccccc3)CC2)c1C,i,13,-3,-3,-0.6,8,0.3,1,-4,1.6
CCN1CCN(C(=O)c2cn(CC)c3ccc(S(=O)(=O)N(C)C)cc3c2=O)CC1,-0.4,-10,-3,-3,0.9,11,0.6,-1,-1,0.3
CCN1/C(=C2\C(=O)N(C)C(=S)N2C)C=Cc2cc(C)ccc21,-1.7,0,-1,6,nt,-10,0.3,-6,-8,0.9
COc1ccc(-c2c(C(F)(F)F)nn(C)c2NC(=O)CSCC(=O)O)cc1,i,8,-4,-4,1.8,-5,nt,-3,8,0.2
CC(OC(=O)c1cccc(Cl)c1)C(=O)NC1CCCCC1C (stereo unspecified),i,22,0,3,0.8,-6,-0.7,3,2,-1.1
O=C(O)COc1ccccc1/C=N/NC(=O)c1cc(-c2ccc(Cl)cc2)nc2ccccc12,2.3,11,4,i,0.0,17,1.3,-6,-10,-0.5
O=S(=O)(c1ccc(Cl)s1)N1CCC(Cc2ccccc2)CC1,-0.2,16,-1,-22,nt,-5,-0.8,1,0,-2.6
Cn1c(SCCOc2ccccc2F)nc2ccccc2c1=O,-0.1,6,5,-5,-1.7,0,0.9,22,-4,-0.3
Cc1ccc(NS(=O)(=O)c2c(C)[nH]c(C)c2C(=O)N2CCCCC2)c(Br)c1,-1.0,3,-5,3,1.1,-1,0.1,5,0,-0.2
COc1cc(OC)cc(N2CCN(S(=O)(=O)c3ccc(-n4cnnn4)cc3)CC2)c1,-3.8,-6,-2,-3,2.8,-12,0.7,-6,-5,-1.7
CC(OC(=O)c1ccncc1)C(=O)Nc1cccc(Cl)c1 (stereo unspecified),-1.1,8,3,-6,nt,3,2.8,-2,0,0.0
CCC(=O)c1ccc(OCC(O)CN2CCN(c3ccc(F)cc3)CC2)cc1 (stereo unspecified),i,38,-1,0&-4,nt,-4,-1.1,10,-2,2.7
CC(=O)c1c(C)nc(-c2ccccc2)nc1N,0.2,22,4,-7,-0.2,7,-0.6,-5,1,2.0

# Other compounds follow:
SMILES,BH1578 lux ind,VHR inh abs,SARS 3CLpro inh,SSB-PriA inh,TcdB GH inh,CCHFV vOTU inh,PfHsp40 yeast,Y pestis TopoI,Anthrax LF prot,BoNT A protease
CCOc1c2ccoc2nc2c(OC)c(OC)ccc12,-0.3,7,3,-8,-0.6,-46,-0.3,8,-4,0.3
CNc1oc(Cc2ccccc2)nc1S(=O)(=O)c1ccc(Cl)cc1,i,36,-2,-6,1.0,-15,-0.2,-8,-6,1.8
Cc1ccc2c(c1)c(-c1csc(N)n1)c(C)n2C,i,18,-2,26,0.9,1,0.2,-9,6,15
CCN1C(=O)N(CC)C(O)(c2ccccc2)C1(O)c1ccccc1 (stereo unspecified),i,27,0,-8,nt,3,-1.0,3,-4,0.3
CS(=O)(=O)N(CC(=O)N1CCc2ccccc2C1)c1ccccc1Br,2.9,8,-7,-5,-0.4,5,-0.2,11,8,-1.9
Cc1c(C(=O)N2CCCCCC2)nnn1-c1nonc1N,nt,13,2,-3,1.2,0,-0.5,5,-5,0.0
O=C(CN(C(=O)c1csnn1)c1ccc(F)c(Cl)c1)NCc1ccccc1,-0.4,28,4,-5,1.8,16,-0.1,-2,-1,-2.5
Cc1cc(Nc2nn(C)c(N)c2C#N)ccc1F,i,14,0,-7,2.2,-3,-0.3,-8,0,-0.9
Cc1ccc(CC(=O)NC2CCN(Cc3ccccc3)CC2)cc1,i,16,-1,0,0.6,-1,-1.0,1,13,-0.9
O=C(O)CCCC(=O)Nc1nncs1,-0.5,13,2,-8,-0.2,-5,0.1,7,-1,-0.9
O=C(OCc1ccccc1)N1CCC2CC1c1cc(N3CCCCC3)ccc12 (stereo unspecified),-0.8,nt,nt,7,0.1,7,0.0,42,-13,-1.2
Nc1nonc1C(=O)N/N=C/c1ccc(Br)o1,-0.4,25,-1,i,0.7,2,0.7,5,-9,-0.5
O=C(Cn1cncn1)NCCC(c1ccccc1)c1ccccc1,i,22,2,-7,1.1,-1,-1.6,4,-5,-0.1
O=C(c1ccc2c(c1)OCO2)N1CCC2(CC1)Oc1ccc(F)cc1C(=O)C21CC(c2ccccc2)=NO1 (stereo unspecified),i,22,nt,-12,1.2,0,?,31,-5,-1.0
Cc1c(Cl)cccc1NC(=O)CSc1nnnn1C,1.2,nt,nt,-14,0.0,1,-0.3,-2,-7,-2.1
COc1ccc(CCNC(=O)C2CC(c3ccccc3C(F)(F)F)=NO2)cc1 (stereo unspecified),i,7,nt,-1,0.8,2,-0.8,-3,0,0.0
CCOC(=O)C(/C(N)=N/C(=O)Nc1ccccc1)=C(\C)O,-0.4,16,-1,nt,0.1,-19,-2.0,3,-4,0.1
CCOc1ccccc1OCCn1nnc2ccccc21,i,-5,1,-20,nt,-7,-0.6,-4,1,-0.7
COc1cccc(/C=C/C(=O)c2ccc[nH]2)c1,3.0,17,0,-4,nt,0,0.1,4,0,-0.3
CCOc1ccc(NC(=O)CN(C)C(=O)CCC2CCCCC2)cc1OCC,i,nt,nt,1,-0.6,10,0.6,2,-7,-1.6
C/C(CC(=O)Nc1cccc2c1CCCC2)=N\NC(=O)COc1ccccc1,-0.2,8,7,nt,nt,0,1.1,4,-1,0.2
CCCOc1ccc(CSCCNC(=S)Nc2ccccc2)cc1,-0.3,-5,5,-1,nt,7,216*,32,-2,-0.2
Cc1ccc(-c2[nH]nc(N)c2N=Nc2cccc(Cl)c2C)cc1,-1.8,-8,6,2,nt,6,11,-6,-6,-1.7
CCC(/C=N/NC(=O)CCCCC(=O)N/N=C/C(CC)CC)CC,0.8,-4,-2,nt,-0.7,2,-0.5,0,0,-0.1
COc1cccc(C2=NN(C(C)=O)C(c3cccs3)C2)c1 (stereo unspecified),i,19,1,12,1.0,-7,-0.3,5,8,-4.5

# Random excerpt: five compounds from above
SMILES,BH1578 lux ind,VHR inh abs,SARS 3CLpro inh,SSB-PriA inh,TcdB GH inh,CCHFV vOTU inh,PfHsp40 yeast,Y pestis TopoI,Anthrax LF prot,BoNT A protease
CNc1oc(Cc2ccccc2)nc1S(=O)(=O)c1ccc(Cl)cc1,i,36,-2,-6,1.0,-15,-0.2,-8,-6,1.8
C/C(CC(=O)Nc1cccc2c1CCCC2)=N\NC(=O)COc1ccccc1,-0.2,8,7,nt,nt,0,1.1,4,-1,0.2
O=C(CN(C(=O)c1csnn1)c1ccc(F)c(Cl)c1)NCc1ccccc1,-0.4,28,4,-5,1.8,16,-0.1,-2,-1,-2.5
Cc1ccc(CC(=O)NC2CCN(Cc3ccccc3)CC2)cc1,i,16,-1,0,0.6,-1,-1.0,1,13,-0.9
COc1cccc(C2=NN(C(C)=O)C(c3cccs3)C2)c1 (stereo unspecified),i,19,1,12,1.0,-7,-0.3,5,8,-4.5

# Following part
SMILES,BH1578 lux ind,VHR inh abs,SARS 3CLpro inh,SSB-PriA inh,TcdB GH inh,CCHFV vOTU inh,PfHsp40 yeast,Y pestis TopoI,Anthrax LF prot,BoNT A protease
COc1ccc(C(=O)COC(=O)c2ccc([N+](=O)[O-])s2)cc1OC,i,nt,nt,-1,0.1,34*,0.0,-5,-2,-0.5
Cc1ccc(OCc2cc(C(=O)N(C)Cc3cnn(-c4ccccc4C)c3)no2)cn1,0.5,-4,-5,-4,0.4,4,4.0,21,4,-0.3
O=C(Nc1ccc2c(c1)OCCO2)c1cc(-c2ccccn2)nc2ccc(Br)cc12,-0.3,1,-3,-2,0.4,-20,0.8,-2,-4,-0.4
C/C=C\C=C\C(=O)N1CC2(CC(c3cccc(NC(=O)CC(c4ccccc4)c4ccccc4)c3)=NO2)C[C@H]1C(N)=O (stereo partly specified),i,-4,nt,-2,nt,nt,0.3,3,-8,0.4
Cc1ccc(S(=O)(=O)NCC(=O)NCC(=O)OCc2c(F)cccc2Cl)cc1,-0.9,15,-1,-6,0.9,12,-2.1,4,8,-0.4
Cc1sc2ncnc(Nc3ccc(O)cc3)c2c1C,-0.1,21,7,3,0.5,-5,1.6,4,-1,-1.5
COCCCNC(=O)c1cc(C(=O)Cc2ccccc2)c[nH]1,-0.9,6,-1,-2,1.1,7,-2.6,1,6,0.3
CCn1ccnc1CN1CCC(n2nccc2NC(=O)c2ccccc2OC)CC1,-0.4,18,-1,5,1.9,-4,-1.2,2,0,-1.5
Cc1ccsc1C(=O)C1CCCN(Cc2cc(F)ccc2-n2cccn2)C1 (stereo unspecified),-0.2,26,-4,-1,1.7,-1,-0.7,-3,-2,0.0
CN1CCCN(C(=O)CC(c2ccccc2)c2ccccc2)CC1,-0.1,13,1,-4,nt,3,0.2,-1,0,0.2
O=C(CN1C(=O)/C(=C\c2cccs2)SC1=S)Nc1cccc(C(=O)O)c1,i,-3,1,-2,0.6,5,-1.0,-6,0,-0.4
CCc1ccccc1NC(=O)CN1CCN(C(=O)COc2ccccc2C#N)CC1,-0.1,nt,nt,5,2.5,7,-1.0,1,2,5.1
CC(/C=C/c1ccc2c(c1)OCO2)=N/NC(=O)C1COc2ccccc2O1 (stereo unspecified),nt,-4,0,nt,0.7,6,nt,nt,nt,nt
Cc1ccc(-c2noc(CSc3nnc(CCc4ccccc4)n3-c3ccccc3)n2)cc1,-0.9,-4,3,3,-1.7,-7,0.6,4,-1,1.9
COc1cc(C=c2c3ccccc3n3c2cc(-c2ccccc2)[n+]3C)cc(OC)c1OC,i,nt,nt,-6,-0.3,85*,1.2,-1,-23,3.6
COc1cccc(C(=O)C2CCCN(Cc3cccc(-n4nc(C)cc4C)c3)C2)c1 (stereo unspecified),-0.5,31,-2,2,-0.7,-8,0.8,26,-1,-1.2
CCN1CCN(S(=O)(=O)c2ccc(OC)c(NC(=O)c3ccccc3)c2)CC1,0.2,8,0,-5,1.8,-2,-1.1,-9,-2,0.1
COc1ccc(-c2cc(C(F)(F)F)n3nc(C(=O)N(C)Cc4ccccc4)cc3n2)cc1OC,-0.1,-14,1,-19,-0.1,-4,4.4,23,-3,2.3
O=C(Nn1c(=O)[nH]c2ccccc2c1=O)c1ccco1,nt,6,4,-4,nt,-5,1.1,4,0,-0.5

# Screens (PubChem)
